Screens from PubChem BioAssay.
FLuc modulator = counter-screen for miR-21 project: firefly luciferase inhibitors or activators; P08659; purified FLuc, Km substrates, luminescence inhibition; Potency, µM (highest dose often 57.5 µM), without a hit: at the top dose activity change, negative = inhibition, hits mostly inhibitors; 6.9% of 360,000 active;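 also: potency is read from the fitted curve at half-maximal effect; plate controls were vehicle for no effect and reference inhibitor for full effect; nearly all actives have a fitted effect of over 55% in size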
Target sequence (P08659 whole entry, looked up): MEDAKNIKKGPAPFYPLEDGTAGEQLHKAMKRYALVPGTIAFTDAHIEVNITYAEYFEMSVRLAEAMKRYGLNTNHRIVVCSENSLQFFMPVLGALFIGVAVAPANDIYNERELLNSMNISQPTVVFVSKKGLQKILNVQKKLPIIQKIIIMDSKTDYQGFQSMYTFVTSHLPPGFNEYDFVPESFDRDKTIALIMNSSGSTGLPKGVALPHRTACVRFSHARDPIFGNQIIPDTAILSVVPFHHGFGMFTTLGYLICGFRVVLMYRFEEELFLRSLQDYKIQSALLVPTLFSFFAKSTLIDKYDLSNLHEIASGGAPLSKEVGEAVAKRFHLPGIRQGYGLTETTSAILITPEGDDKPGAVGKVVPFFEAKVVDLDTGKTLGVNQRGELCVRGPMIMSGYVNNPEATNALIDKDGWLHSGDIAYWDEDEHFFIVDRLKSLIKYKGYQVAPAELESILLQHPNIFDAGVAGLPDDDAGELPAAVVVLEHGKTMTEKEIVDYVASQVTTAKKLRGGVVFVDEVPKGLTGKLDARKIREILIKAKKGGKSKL
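Purified P. pyralis luciferase, 10 nM final, with Km-level 10 uM D-luciferin and 10 uM ATP in 50 mM Tris acetate pH 7.5, 10 mM Mg acetate, 0.01% Tween-20, 0.05% BSA; 6-point qHTS titration about 60 µM downward; luminescence read.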
Gal4-VP16 FLuc = inhibits Gal4-VP16 luciferase reporter, ROR gamma counter-screen; Drosophila S2 Gal4-VP16 UAS-luciferase, luminescence, 20 h; Potency, µM (highest dose often 53.6 µM), inactives show at the highest dose activity, negative = inhibition, actives largely listed as inhibitors; 3.5% of 310,000 active;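 also: Gal4-VP16 expression switched on by copper sulfate through the metallothionein promoter; potency is read from the fitted curve at half-maximal effect; % is scaled to controls: 0 for no effect and ±100 for the full control effect; nearly all actives have a fitted effect of over 50% in size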
Rab9 promoter act = activates the Rab9 promoter | Huh7 Rab9 promoter-luciferase reporter, luminescence, 24 h | Potency, µM (doses to about 9.22 µM), without a hit: top-dose activation, negative = inhibition, hits mostly activators | 2.8% of 320,000 active | AID 485297; also: potency is read from the fitted curve at half-maximal effect; % of control where 0% means no effect; nearly all actives have a fitted effect of over 60% in size
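Huh7 reporter line, Rab9 promoter upstream of luciferase. Compound exposure 24 h at 37 °C in reduced-serum medium with 10% FBS. Read-out: luminescence.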
NPC1 promoter act = activators of NPC1 promoter; Huh7 NPC1 promoter luciferase reporter, 24 h; Potency, µM (top dose mostly 9.22 µM), for inactives: at the top dose activation, hits mostly activators; 2.4% of 320,000 active; AID 485313;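 also: potency is read from the fitted curve at half-maximal effect; % of control where 0% means no effect; nearly all actives have a fitted effect of over 60% in size; reporter is driven by a mutant NPC1 promoter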
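Stably transfected Huh7 (NPC1 promoter→luciferase), 1500 cells/well in Opti-MEM + 10% FBS, 2 h settle, then compound 24 h at 37 °C. Luminescence after 10 min with Amplite reagent.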
Tb PFK block = inhibitors of T. brucei phosphofructokinase; O15648; T. brucei PFK, ADP-Glo luminescence; Potency, µM (top dose mostly 57.5 µM), for inactives: at the top dose activity, negative = inhibition, actives largely listed as inhibitors; 0.17% of 330,000 active;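 also: potency is read from the fitted curve at half-maximal effect; 0% = uninhibited 1x PFK enzyme wells and -100% = no-enzyme wells; nearly all actives have a fitted effect of over 60% in size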
Target sequence (O15648 whole entry, looked up): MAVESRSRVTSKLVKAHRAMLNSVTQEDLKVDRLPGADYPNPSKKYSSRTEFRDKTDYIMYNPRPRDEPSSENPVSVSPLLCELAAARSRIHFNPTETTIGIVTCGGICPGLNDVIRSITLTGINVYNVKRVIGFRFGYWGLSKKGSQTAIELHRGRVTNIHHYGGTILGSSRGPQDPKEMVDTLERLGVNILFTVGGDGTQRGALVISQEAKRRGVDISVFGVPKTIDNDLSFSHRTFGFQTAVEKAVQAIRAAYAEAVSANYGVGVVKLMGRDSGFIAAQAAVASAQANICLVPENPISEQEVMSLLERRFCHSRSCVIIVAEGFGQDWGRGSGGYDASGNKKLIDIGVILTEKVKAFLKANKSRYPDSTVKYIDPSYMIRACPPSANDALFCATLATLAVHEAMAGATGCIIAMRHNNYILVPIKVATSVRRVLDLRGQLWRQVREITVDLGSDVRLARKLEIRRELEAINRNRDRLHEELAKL
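PFK 1.25 nM, F6P 0.5 mM, ATP 0.1 mM, 0.1 M TEA pH 8.0, 5 mM MgCl2, 0.01% Tween20, 0.1% BSA; 45 min RT. ADP-Glo readout. qHTS titration up to 57 uM; curves fitted, compounds curve-classed.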
ELG1 repair inh = ELG1-dependent DNA repair inhibition. HEK293T ELG1-luciferase reporter, luminescence, 16 h; DNA damage induced by 5-fluorouridine. Potency, µM (titrated, usually from 46.1 µM), for the others: at the top dose activity change, negative = inhibition, hits mostly inhibitors. 2.3% of 330,000 active; also: potency is read from the fitted curve at half-maximal effect; % is scaled to controls: 0 for no effect and ±100 for the full control effect; nearly all actives have a fitted effect of over 55% in size
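Step one: seed 2,000 cells per well. Step two: pin-transfer compound or DMSO alongside 5-fluorouridine. Step three: incubate 16 hr, 37 °C, 5% CO2. Step four: add ONE-Glo, wait 30 min, read luminescence.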
ELG1 genotoxic = genotoxicity induction in ELG1-luciferase HEK293T cells; HEK293T ELG1-luciferase reporter, luminescence, 16 h; 1.3% of 330,000 active; Potency, µM (series often up to 46 µM), for the others: at the highest dose activity change, positive = activation, hits mostly activators; also: potency is read from the fitted curve at half-maximal effect; % of control where 0% means no effect; nearly all actives have a fitted effect of over 60% in size
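After overnight (16 hr) compound treatment at 37 °C, ELG1-luciferase HEK293T cells were lysed with ONE-Glo; luminescence quantified 30 min later at room temperature.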
p53 reactivation = mutant p53 re-activation in reporter cells; H1299 p53-A138V BP100-luciferase reporter, luminescence, 24 h; Potency, µM (top dose mostly 92.2 µM), for inactives: at the top dose activity change, positive = activation, hits mostly activators; 0.063% of 320,000 active; also: potency is read from the fitted curve at half-maximal effect; % of control where 0% means no effect; nearly all actives have a fitted effect of over 45% in size
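p53-null H1299 cells stably carrying temperature-sensitive p53-A138V and a BP100-luciferase reporter were pinned with compounds (4-point, 1:5 series) and held 24 hrs at 37 deg C. Luminescence was read 10 min after detection reagent.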
RORgamma inh = blocks mouse ROR gamma transcriptional activity | Potency, µM (doses to about 53.6 µM), for inactives: at the highest dose activity change, negative = inhibition, hits mostly inhibitors | 5.4% of 310,000 active | AID 2551 | Drosophila S2 Gal4-RORgamma UAS-luciferase reporter, 20 h; also: potency is read from the fitted curve at half-maximal effect; % is scaled to controls: 0 for no effect and ±100 for the full control effect; nearly all actives have a fitted effect of over 60% in size
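In this cell-based reporter format, copper sulfate (700 uM final) drives Gal4–ROR gamma fusion expression from a metallothionein promoter in Drosophila Schneider cells; compounds preincubated 1 hr, reporter read after 20 hr at ambient temperature.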
TRPV1 ag = activates the human vanilloid receptor TRPV1. Q8NER1. TRPV1-expressing cells, Fluo-8 calcium influx, agonist mode. activation, % at 8.33 µM. 0.19% of 320,000 active. AID 540275; in the data active = activation above about 80%; inconclusive = between about 30% and that limit; also: 0% is about no effect
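TRPV1-expressing cells were cultured overnight at 35.5C and loaded with Fluo-8 calcium dye for 40 to 90 min at room temperature. After a 10 s baseline, compound was added and calcium influx was read kinetically for 3 min (ex 480/em 520 nm).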
BRCA1 expr act = BRCA1 expression activation; MCF7-BRCA1-FFLuc reporter, luminescence, 48 h; response scale: scaled: vehicle 0%, 10 µM genistein 100%; Potency, µM (highest dose often 46.1 µM), for inactives: at the top dose activation, actives largely listed as activators; 1.1% of 380,000 active; also: potency is read from the fitted curve at half-maximal effect; nearly all actives have a fitted effect of over 80% in size; some results filed as inactive show a strong effect at the top dose
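MCF7 cells carrying a BRCA1-firefly luciferase reporter (2000 cells/well, phenol-red free MEM) were attached for 2 h at 37 °C, then given compounds for 48 h. Luminescence was read 15 min after luciferase reagent; activity normalized to genistein (10 microM) and DMSO.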
* = called active by the depositor; ? = inconclusive; . = not tested or not shown; [ ] = remark or other dose. Unless noted, calls follow the shape of the dose curve; as a rule, active = well fitted curve in the direction sought with a large enough effect; inconclusive = small, poorly fitted or top-dose-only effect, or another doubt; inactive = no such curve, though single readings can be large; an effect the other way counts as inactive or inconclusive. No enrichment for hits, and some 15% of all compounds hit somewhere here.

SMILES	FLuc modulator	Gal4-VP16 FLuc	Rab9 promoter act	NPC1 promoter act	Tb PFK block	ELG1 repair inh	ELG1 genotoxic	p53 reactivation	RORgamma inh	TRPV1 ag	BRCA1 expr act
CCOc1ccc(N(CC(=O)Nc2cccc(Cl)c2)S(=O)(=O)c2c(C)noc2C)cc1	0%	13µM*	0%	1%	0%	?	-12%	12%	16µM*	.	-66%
COc1ccc(-c2cc(C3CC3)nc(SCC(=O)c3cccs3)c2C#N)cc1	-2%	4%	3%	-9%	5%	-4%	-2%	-25%	?	-3	-11%
Cc1ccc(NC(N)=S)cc1C	2%	?	-8%	1%	-2%	-1%	-1%	-4%	?	1	2%
CC1(C)CC(=O)C=C(N2CCN(C3=CC(=O)CC(C)(C)C3)CC2)C1	0%	-3%	2%	0%	1%	5%	0%	-4%	-4%	3	.
COc1ccc(Nc2ccc(S(=O)(=O)N3CCCCC3)cc2[N+](=O)[O-])cc1	0%	6%	-5%	-3%	0%	-14%	7%	8%	50%	1	-43%
CN1CCN(C(=O)C2CCC(=O)N(Cc3cccc(C(F)(F)F)c3)C2)CC1 (configuration not stated)	-5%	-14%	6%	-2%	0%	?	-8%	-4%	9%	6	9%
CCOC(=O)C1C(=O)NC(SC)=C(C#N)C1c1ccccc1F (configuration not stated)	1%	3%	3%	-2%	-3%	-19%	-2%	-1%	7%	5	3%
Clc1ccc(N2CCCCCC2)nn1	-10%	-12%	-4%	-1%	-4%	27%	0%	0%	13%	.	9%
CC1=NN(c2nc(-c3ccc(C#N)cc3)cs2)C(=O)C1	?	1%	13%	-3%	-2%	3%	0%	5%	-36%	3	0%
O=C(CCC(=O)Nc1ccc(F)cc1)N/N=C/c1ccccc1O	?	-24%	11%	-5%	-1%	10%	14%	15%	14µM*	7	-65%
CCCCN1C(=O)C2NN=C(C(=O)OC)C2C1=O (configuration not stated)	4%	10%	1%	2%	5%	2%	1%	-4%	-4%	0	-2%
CCOC(=O)C1=C(C)NC(=O)NC1c1ccc(Cl)cc1Cl (configuration not stated)	3%	-2%	-5%	2%	0%	2%	0%	-11%	-29%	-3	-15%
Cc1ccc(SCC(=O)NC(C)(C)C)cc1	?	13%	.	.	.	.	.	.	1%	3	51%
CCCn1c(SCC(=O)N2CCc3ccccc3C2)nc(O)cc1=O	.	.	.	.	-5%	26%	0%	-6%	.	.	22%
O=C(CN1C(=O)NC(c2ccc(F)cc2)C1=O)Nc1ccc2c(c1)OCCO2 (configuration not stated)	5%	.	12%	-2%	0%	10%	6%	-11%	.	0	-7%
CCc1cc(C(=O)N(C)CC(=O)N(CC(C)C)c2c(N)n(CC(C)C)c(=O)[nH]c2=O)sc1C	1%	4%	14%	0%	1%	0%	0%	16%	3%	-1	-9%
O=C(COc1ccc(S(=O)(=O)N2CCCC2)cc1)Nc1ccc(F)cc1	-1%	0%	-2%	3%	1%	1%	-4%	-1%	31%	?	0%
O=C(COC(=O)C1CCCO1)Nc1nc(-c2ccc(F)cc2)cs1 (configuration not stated)	.	.	.	.	1%	?	13%	24%	.	.	?
CCOc1ccc(C2C(=O)N(C3CCCCC3)CC(=O)N2CC2CCCO2)cc1OC (configuration not stated)	0%	1%	19%	5%	-5%	23%	2%	2%	6%	0	-3%
COc1ccc(CNC(=O)COC(=O)c2cc(-c3ccc(Cl)s3)nc3ccccc23)cc1	-1%	1%	14%	-2%	5%	-2%	24%	5%	15%	4	5%

The list goes on; the last two above are carried over.
SMILES	FLuc modulator	Gal4-VP16 FLuc	Rab9 promoter act	NPC1 promoter act	Tb PFK block	ELG1 repair inh	ELG1 genotoxic	p53 reactivation	RORgamma inh	TRPV1 ag	BRCA1 expr act
CCOc1ccc(C2C(=O)N(C3CCCCC3)CC(=O)N2CC2CCCO2)cc1OC (configuration not stated)	0%	1%	19%	5%	-5%	23%	2%	2%	6%	0	-3%
COc1ccc(CNC(=O)COC(=O)c2cc(-c3ccc(Cl)s3)nc3ccccc23)cc1	-1%	1%	14%	-2%	5%	-2%	24%	5%	15%	4	5%
O=C(CN(CC1CCCO1)C(=O)CNS(=O)(=O)c1ccc(Cl)cc1)NCc1ccccc1 (configuration not stated)	1%	-3%	-3%	2%	-1%	-10%	0%	5%	1%	-1	-28%
COc1ccc(CN(C)C(C)C(=O)Nc2ccc([N+](=O)[O-])cc2Cl)cc1OC (configuration not stated)	-1%	?	-10%	-1%	0%	9.2µM*	0%	-7%	?	5	-58%
O=C(/C=C/c1cn(-c2ccccc2)nc1-c1cccnc1)c1ccco1	9.5µM*	?	-8%	-5%	4%	0%	-14%	-8%	6.3µM*	?	-89%
O=C(Nc1ccccc1F)c1ccc(CNS(=O)(=O)c2cccc(C(F)(F)F)c2)cc1	0%	-1%	2%	-1%	-3%	-2%	1%	3%	-42%	2	-22%
O=C(Nc1c2c(nn1-c1ccc(F)cc1)CS(=O)C2)c1ccco1 (configuration not stated)	7%	-8%	-1%	1%	0%	14%	0%	1%	0%	2	-1%
O=C1CCCN1CN(C(=O)c1ccccc1)c1ccc(F)cc1	2%	0%	4%	-3%	-3%	-4%	-2%	1%	-17%	2	8%
O=C(COC(=O)c1ccccc1)NC12CC3CC(CC(C3)C1)C2	6.7µM*	.	0%	-2%	0%	24%	-1%	3%	.	21	-4%
COc1ccc(C(c2nnnn2CCc2ccccc2)N2CCN(C)CC2)cc1OC (configuration not stated)	-1%	-2%	-5%	-4%	0%	-4%	0%	-1%	13%	-1	2%
CC(C)(C)OC(=O)N[C@@H](Cc1ccccc1)C(=O)N[C@@H](CO)[C@H](O)[C@@H]1C[C@@H]1C(=O)NC1CC1	2%	6%	-1%	-5%	4%	-21%	-4%	13%	-24%	-3	2%
CN(C)S(=O)(=O)c1cccc(C(=O)N(Cc2ccc(F)cc2)Cc2ccco2)c1	0%	5%	0%	2%	2%	?	4%	0%	42%	5	-18%
CSc1nc(O)c(Nc2cccc(Cl)c2)c(=O)[nH]1	3%	-9%	-2%	-1%	-6%	-4%	0%	2%	-22%	3	-1%
Cc1ccc(-n2c(=O)cc(N3CCN(Cc4ccccc4)CC3)[nH]c2=O)cc1	-1%	5%	-6%	-1%	-5%	-1%	-7%	2%	29%	-3	0%
NC(=O)C1CCN(C2=C(Cl)C(=O)c3ccccc3C2=O)CC1	?	0%	-49%[inhibitor]	-38%[inhibitor]	-7%	?	6%	-13%	-23%	1	-99%[inhibitor]
CC(C)c1cccc(-c2ccc3c(c2)S(=O)(=O)c2cccc(C(=O)NCc4ccccc4)c2C3=O)c1	.	.	.	.	2%	?	2%	4%	.	.	-3%
Cc1ccc(S(=O)(=O)CCC(=O)OCC(=O)NC(C)c2ccc(F)cc2)cc1 (configuration not stated)	1%	.	-3%	-3%	0%	?	1%	14%	.	6	2%
COCCNC(=O)Cn1ncc2ccsc2c1=O	6%	-12%	4%	-5%	2%	4%	0%	2%	-27%	-1	-2%
COc1ccc(NS(=O)(=O)c2ccc(S(=O)(=O)N(C)C)cc2)cc1S(N)(=O)=O	-5%	3%	-4%	-4%	4%	3%	-1%	1%	-2%	-1	-9%
Cc1ccc(N/C=C/C(=O)c2ccccc2)cc1C	0.15µM*	-56%	0.56µM*	2µM*	0%	?	0.92µM*	.	0.28µM*	?	68%
C/C(Cn1nc([N+](=O)[O-])cc1C)=N\NC(=O)COc1c(Cl)cc(Cl)cc1Cl	2%	?	-5%	-4%	0%	-4%	0%	-7%	?	14	-29%
O=C(NCCc1cn2ccccc2n1)c1ccccc1F	2%	15%	0%	0%	4%	16%	1%	1%	-14%	0	6%
CC(Sc1nnc(-c2ccco2)o1)C(=O)Nc1ccc(OC(F)F)cc1 (configuration not stated)	.	.	.	.	0%	?	7%	10%	.	.	-6%
CN(CC(=O)Nc1ccc(N2CCOCC2)cc1)CC(=O)Nc1ccccc1[N+](=O)[O-]	3%	2%	3%	-1%	-1%	-5%	0%	-1%	20%[10 µM]	-9	1%
Cc1c(N=Cc2ccco2)c(=O)n(-c2ccccc2)n1C	-2%	1%	-5%	2%	5%	-2%	1%	2%	-38%	2	-21%
O=C(Nc1cc(C2CC2)nn1-c1ccccc1)c1ccc(F)cc1	.	.	.	.	6%	0%	1%	5%	.	.	0%
O=C(COC(=O)c1ccccc1C(=O)N1CCN(c2ccccc2)CC1)Nc1ccccc1	1%	6%	-6%	1%	-1%	?	-12%	-2%	?	1	-20%
COc1cc(Cl)c(C)cc1NC(=O)COC(=O)c1cc(SC)ccc1Cl	3%	-20%	2%	-2%	-3%	5%	16%	?	?	0	-15%
